Statin myotox sup: protects C2C12 myotubes from simvastatin toxicity; ATP luminescence, 48 h; scaled: DMSO 0, geranylgeraniol control 100; rescue of ATP level, % at 7.49 µM; actives 0.78% (n = 330,000); AID 602340;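 active = mean ATP rescue above about 67%, or every replicate alone reaching that limit, limit read from the data, passing the limit was not always enough; inconclusive = no clear call, values can overlap the other calls; inactive = mean under the limit and some replicate under it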;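 note: myotubes were challenged with 10 µM simvastatin during compound exposure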
SIRT5 block: inhibitors of human sirtuin-5 desuccinylase; AID 652115; Purified SirT5, succinyl-peptide AMC, trypsin-coupled fluorescence; actives 1.1% (n = 330,000); inhibition, % at 15 µM; in the data active = inhibition above about 15%; inconclusive = no clear call, values can overlap the other calls
Target sequence (Q9NXA8 whole entry, looked up): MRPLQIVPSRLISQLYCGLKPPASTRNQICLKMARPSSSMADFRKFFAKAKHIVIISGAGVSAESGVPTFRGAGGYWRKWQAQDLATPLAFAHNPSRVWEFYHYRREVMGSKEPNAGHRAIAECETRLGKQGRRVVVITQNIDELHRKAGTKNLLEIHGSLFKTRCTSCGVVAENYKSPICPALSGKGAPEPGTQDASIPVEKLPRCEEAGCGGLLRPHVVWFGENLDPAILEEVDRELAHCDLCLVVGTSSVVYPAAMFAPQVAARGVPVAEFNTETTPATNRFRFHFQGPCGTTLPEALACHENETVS
S100A4 MyoIIA: inhibitors of human S100A4 binding to myosin IIA peptide | P26447 | S100A4/TAMRA-MyoIIA peptide fluorescence polarization | inhibition, % at 10.7 µM | actives 0.14% (n = 360,000) | AID 652163;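 active = mean inhibition of at least 70% across replicates, with every replicate also reaching that level; inconclusive = mean inhibition reaches 70% but some replicates fall short; inactive = mean inhibition below 70%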
Target sequence (P26447 whole entry, looked up): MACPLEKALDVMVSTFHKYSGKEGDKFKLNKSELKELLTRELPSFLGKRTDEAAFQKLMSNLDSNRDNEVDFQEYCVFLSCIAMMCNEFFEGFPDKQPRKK
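Test system – S100A4 monomer (human) · Compound – single-point compound testing · Schedule – 5 min incubation before reading · Probe or stimulus – TAMRA-labelled myosin IIA heavy-chain peptide probe, 5 nM · Benchmarks – neutral control DMSO, positive control TFP · Medium – Calcium-containing HEPES buffer, pH 7.2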
E-sel inducer: E-selectin induction on HUVECs | P16581 | HUVEC E-selectin immunofluorescence imaging; normalized: neutral wells 0, TNF-alpha wells 100 | activation, % at 7.58 µM | actives 0.37% (n = 260,000) | AID 686992;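 active = mean E-selectin-positive cell signal at least 10% of the positive control, reached in at least 60% of replicates, without over 20% cell loss; inconclusive = no rule given, readout overlaps actives, possibly toxicity-flagged; inactive = the rest, including those meeting only one limit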;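 note: in these data hits start at about 27%; measured in HUVEC primary endothelial cells; signal is the percent of cells scored E-selectin positive by PE staining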
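Material: HUVEC primary endothelial cells; Amount: 3,000 cells per well; Dosing: single concentration; Medium: EGM-2 growth medium on 0.1% gelatin-coated wells; Read-out basis: percent E-selectin-positive cells; Signal: immunofluorescence imaging; Control set: TNF-alpha, DMSO.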
ERp5 inh: blocks human ERp5 reductase activity on insulin; inhibition, % at 9.99 µM; ERp5 insulin aggregation, absorbance 650 nm, 90 min; AID 651711; actives 0.05% (n = 350,000); Q15084;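 active = mean replicate inhibition above about 25%, with every replicate also reaching it, limit read from the data, passing the limit was not always enough; inconclusive = only one of those two criteria met; inactive = neither criterion met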
Target sequence (Q15084 whole entry, looked up): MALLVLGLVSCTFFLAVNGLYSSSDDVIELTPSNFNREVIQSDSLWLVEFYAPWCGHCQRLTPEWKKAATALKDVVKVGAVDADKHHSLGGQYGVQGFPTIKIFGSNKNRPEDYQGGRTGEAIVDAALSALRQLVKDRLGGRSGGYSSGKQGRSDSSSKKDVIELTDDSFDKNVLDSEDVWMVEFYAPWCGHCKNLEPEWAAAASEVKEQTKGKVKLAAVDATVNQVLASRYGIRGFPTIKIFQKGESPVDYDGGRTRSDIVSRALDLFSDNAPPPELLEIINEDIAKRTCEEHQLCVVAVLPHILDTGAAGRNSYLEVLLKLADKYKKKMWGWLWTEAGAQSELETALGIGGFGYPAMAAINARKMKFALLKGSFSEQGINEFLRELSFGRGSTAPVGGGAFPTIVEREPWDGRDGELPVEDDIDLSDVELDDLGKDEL
DENV2 CPE: DENV2-induced cell death inhibition. CPE inhibition, % at 9.99 µM. actives 1.7% (n = 350,000). DENV2-infected cells, cytopathic effect rescue, plate reader; in the data active = CPE inhibition above about 20%, passing the limit was not always enough; inconclusive = no clear call, values can overlap the other calls; tested in BHK-21 cells;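 note: 0% = median of neutral control wells and 100% = median of positive control wells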
PglD DTNB: blocks C. jejuni PglD acetyltransferase activity; actives 0.098% (n = 360,000); inhibition, % at 12.5 µM; AID 602405; purified PglD enzyme, DTNB colorimetric CoA detection; in the data active = inhibition above about 16%, passing the limit was not always enough; inconclusive = no clear call, values can overlap the other calls; note: strong numbers were not always called active
Numbers without * were called inactive; ? = inconclusive; nt = not tested or not shown. The list is partial. The share of hits here may be higher or lower than overall.

smiles | Statin myotox sup | SIRT5 block | S100A4 MyoIIA | E-sel inducer | ERp5 inh | DENV2 CPE | PglD DTNB
CCc1ccccc1NC(=O)Nc1cccn(Cc2ccc(F)cc2)c1=O | nt | -3 | -8 | nt | 2 | nt | nt
CCOc1ccccc1C=NNC(=O)C(=O)NN=Cc1ccccc1OCC | -8 | 0 | -3 | -0.7 | 3 | -9 | -4
Cc1ccc(S(=O)(=O)N2CC=C(c3c(C)n(C)c4ccccc34)CC2)cc1 | nt | -3 | -39 | -0.3 | 6 | -1 | nt
CC(=O)Nc1cc[n+](C(C)C(=O)c2ccc(Cl)cc2)cc1 (configuration not stated) | nt | -1 | -20 | 0.1 | 0 | 0 | -2
COc1ccccc1NC(=O)N[C@H]1CC[C@@H](CCn2cc(-c3cccnc3)nn2)O[C@@H]1CO | -2 | -1 | 6 | 0.0 | -2 | 16 | -1
NC(=O)N[C@@H](Cc1c[nH]c2ccccc12)C(=O)OCC(=O)N1CCCCC1 | nt | -4 | 4 | nt | 4 | -1 | nt
CCN(C(=O)COC(=O)c1ccccc1NCCO)C1CCS(=O)(=O)C1 (configuration not stated) | 13 | -15 | -14 | 2.7 | -1 | -8 | nt
CCOC(=O)Cn1nc(NC(=O)c2ccc(C(=O)OC)cc2)cc1C | -10 | -4 | 5 | nt | -1 | 3 | 5
CCOC(=O)C[C@H]1c2cc(F)ccc2S(=O)(=O)N1C1CCCC1 | 6 | -3 | -3 | 0.1 | 4 | -4 | -5
O=C(NC(=S)Nc1nc(-c2ccccc2)cs1)c1ccco1 | nt | 1 | 7 | nt | -6 | -8 | -4
O=C(CN1C(=O)NC2(CCCCC2)C1=O)Oc1ccc2ccc(=O)oc2c1 | 3 | -16 | -2 | 0.1 | 3 | 2 | 4
Cc1nc(C(F)(F)F)ccc1C(=O)N1CCC1(C)C(=O)NS(=O)(=O)c1c(C)noc1C (configuration not stated) | 7 | 4 | 1 | -0.1 | 3 | -3 | -3
O=C(COc1ccccc1)OCC(=O)c1c[nH]c2ccccc12 | -2 | -2 | -1 | -0.5 | 3 | -7 | -5
CCOC(=O)C1CCN(C(=O)COC(=O)Cc2ccc(Cl)cc2)CC1 | 4 | 4 | -3 | -0.1 | -2 | -1 | 2
COc1ccc(NC(=O)N[C@@H]2CC[C@@H](CCNC(=O)CCN3CCCCC3)O[C@@H]2CO)cc1 | 8 | -1 | 5 | -0.3 | 3 | 9 | -1
O=C(c1ccccc1)N1CCN(C(=O)c2cccnc2)CC1 | -6 | -6 | 1 | nt | -2 | -4 | 3
Cc1nc(S(=O)(=O)N2CCN(C3c4ccccc4-c4ccccc43)CC2)cn1C | nt | -5 | -6 | 4.4 | -1 | 1 | -5
Clc1cccc(-c2cccc3nccn23)c1 | -5 | -16 | -2 | 0.2 | 3 | -10 | -1
O=C(CC1C(=O)NCCN1Cc1ccc(Cl)c(F)c1)NC1CCC1 (configuration not stated) | -5 | 0 | 2 | nt | 3 | 2 | 0
O=C(/C=C/c1ccc2c(c1)OCCCO2)c1ccc2ccccc2c1O | 8 | nt | -9 | nt | nt | nt | -4
COC(=O)/C=C1\S/C(=N/NC(=O)c2ccc(OC)cc2)NC1=O | nt | 3 | 4 | 0.1 | -2 | 3 | nt
O=C(NCCn1cc(SCc2ccccc2)c2ccccc21)c1ccccc1F | 10 | -10 | -3 | -0.5 | 2 | 4 | -2
CCOC(=O)N1CCN(C(=O)c2ccc(SC)cc2OC)CC1 | -3 | 1 | 5 | nt | 4 | -2 | -5
Cc1cc(O)ccc1-c1cc(C(=O)NCc2ccc(F)cc2)[nH]n1 | 11 | -1 | -2 | 0.1 | 1 | -5 | -12
CN(C)CC(=O)Nc1ccc2c(c1)[C@@H]1C[C@H](CC(=O)NCc3ccccc3F)O[C@@H](CO)[C@@H]1O2 | 1 | nt | nt | -0.1 | nt | -6 | -6

Exported with values under each structure: two of the compounds above
The line under a structure holds: Statin myotox sup | SIRT5 block | S100A4 MyoIIA | E-sel inducer | ERp5 inh | DENV2 CPE | PglD DTNB
- O=C(c1ccccc1)N1CCN(C(=O)c2cccnc2)CC1
 : -6 | -6 | 1 | nt | -2 | -4 | 3
- Cc1nc(S(=O)(=O)N2CCN(C3c4ccccc4-c4ccccc43)CC2)cn1C
 : nt | -5 | -6 | 4.4 | -1 | 1 | -5

By substructure, those above with an aryl thioether with sulfur outside any ring.
smiles | Statin myotox sup | SIRT5 block | S100A4 MyoIIA | E-sel inducer | ERp5 inh | DENV2 CPE | PglD DTNB
O=C(NCCn1cc(SCc2ccccc2)c2ccccc21)c1ccccc1F | 10 | -10 | -3 | -0.5 | 2 | 4 | -2
CCOC(=O)N1CCN(C(=O)c2ccc(SC)cc2OC)CC1 | -3 | 1 | 5 | nt | 4 | -2 | -5

New compounds follow:
smiles | Statin myotox sup | SIRT5 block | S100A4 MyoIIA | E-sel inducer | ERp5 inh | DENV2 CPE | PglD DTNB
Cc1ccc2nc(-c3ccc(NC(=S)NC4CC(C)(C)NC(C)(C)C4)cc3)sc2c1 | 1 | -14 | -27 | 7.5 | 9 | -1 | -2
Cc1cc(NC(=O)/C=C/C(=O)N(CC(=O)NC2CCCC2)c2ccc(F)cc2)no1 | -9 | -7 | 1 | -1.9 | -9 | 10 | -1
CC(=O)Nc1ccc(SCC(=O)N2CCN(S(=O)(=O)c3ccccc3)CC2)cc1 | 0 | -3 | -1 | 0.1 | -1 | -7 | 2
COc1ccc(S(=O)(=O)Nc2ccc3c(c2)CC(=O)N([C@H](C)CO)C[C@@H](C)[C@@H](CN(C)Cc2ccc(-c4ccccc4)cc2)O3)cc1 | 55 | 15 | -6 | 0.7 | 12 | ? | 1
COc1cc(/C=C/C(=O)O)cc(S(=O)(=O)NCCCO)c1OC | -6 | nt | -5 | nt | nt | nt | -3
COc1ccc(-c2n[nH]c(=S)n2-c2ccc(Br)cc2)cc1OC | 11 | -2 | -3 | 0.0 | 8 | 6 | 1
COc1nc(SC)nc(Cl)c1Cc1ccc(OC(C)C)cc1 | nt | -5 | -3 | 0.1 | 7 | -2 | nt
C[C@H](CO)N1C[C@H](C)[C@@H](CN(C)Cc2ccc(Oc3ccccc3)cc2)Oc2c(NS(C)(=O)=O)cccc2C1=O | 10 | -2 | -2 | nt | 1 | 0 | -2
COc1ccc(S(=O)(=O)N(C)C[C@@H]2Oc3c(NC(=O)C4CCCCC4)cccc3C(=O)N([C@@H](C)CO)C[C@H]2C)cc1 | 0 | 0 | 9 | 1.2 | -1 | 2 | 3
Cc1nn(CCOc2ccccc2)c(=O)n1-c1ccccc1 | -3 | nt | nt | -1.1 | nt | nt | -3
CO[C@@H]1CN(C)C(=O)c2cc(NC(C)=O)ccc2OC[C@H](C)N(CCC(F)(F)F)C[C@@H]1C | 14 | 9 | -51 | 0.5 | 1 | 1 | 0
N#C[C@@H]1[C@@H](c2ccc(C#CC3(O)CCCC3)cc2)[C@@H](CO)N1C(=O)C1CCC1 | -18 | -2 | -2 | 0.7 | -3 | -9 | 11
O=C(C[C@@H]1CC[C@@H]2[C@H](COC[C@H](O)CN2Cc2ccccc2)O1)N[C@H]1CCN(Cc2ccccc2)C1 | 8 | -4 | -25 | 0.1 | -2 | -6 | -1
CCc1ccccc1CC1CN(Cc2ccccc2)Cc2ccccc2N1c1ccc(OC)cc1 (configuration not stated) | nt | nt | -18 | 0.1 | 5 | -4 | nt
C[C@H]1CCCCO[C@H](CN(C)Cc2ccccc2)[C@@H](C)CN([C@@H](C)CO)C(=O)c2cc(NS(C)(=O)=O)ccc2O1 | 1 | -3 | 3 | 0.1 | 1 | -7 | 1
N#Cc1c(N)nc2c(c1-c1cccs1)CCCC2 | -7 | -2 | -1 | nt | 8 | nt | 5
C[C@H]1CN([C@@H](C)CO)C(=O)Cc2cc(NC(=O)CCCCCC(=O)Nc3ccccc3N)ccc2O[C@@H]1CN(C)C(=O)Nc1ccc2c(c1)OCO2 | 18 | 4 | 6 | 6.4 | 10 | 5 | 0
COc1ccc(C(=O)NCCCNC(=O)c2cccnc2)cc1Br | nt | -1 | -4 | nt | -2 | -1 | -4
COc1ccc(CNC(=O)C[C@H]2C[C@H](C(=O)N3CCOCC3)[C@@]3(CCC4CCCC4)c4[nH]c5ccc(Cl)cc5c4CCN3C2=O)cc1OC | 53 | -1 | -19 | nt | 6 | 0 | -4
Cc1c(CN2CCCC(C)C2)c(O)n(CCO)c(=O)c1C#N (configuration not stated) | nt | -4 | 5 | 1.4 | 2 | 1 | nt
CC1Cc2ccccc2N1CC(=O)NC(=O)NC(C)(C)C (configuration not stated) | 9 | -3 | -3 | 0.2 | -10 | -2 | 2
O=C(O)C(Cc1c[nH]c2ccccc12)NS(=O)(=O)c1cccc2nsnc12 (configuration not stated) | nt | 7 | 1 | -0.8 | 2 | -1 | nt
O=C(CSc1ncccc1C(=O)O)c1cccc(C(F)(F)F)c1 | 10 | -2 | 1 | nt | 0 | -1 | 1
CCNC(=O)C(=O)NCC1OCCCN1S(=O)(=O)c1ccc(F)cc1C (configuration not stated) | -1 | -5 | -2 | 0.0 | -2 | 4 | 4
Cc1ccc(S(=O)(=O)N[C@H]2C=C[C@@H](CC(=O)NC3CCCCC3)O[C@H]2CO)cc1 | 7 | 4 | -2 | -0.3 | -3 | 3 | 2
CCCC(=O)Oc1ccc(C2NC(=O)c3ccccc3O2)cc1OC (configuration not stated) | -1 | -2 | 7 | -0.4 | 2 | 4 | 2
CC(C)NC(=O)Nc1ccc2c(c1)C(=O)N([C@@H](C)CO)C[C@@H](C)[C@@H](CN(C)Cc1ccncc1)O2 | 13 | -3 | -3 | nt | 4 | -2 | -1
O=C(c1ccc2c(c1)OCO2)N1C[C@@H]2[C@H](c3ccccc31)[C@H](CO)N2Cc1cccnc1 | 6 | -4 | -1 | 0.1 | 3 | 9 | -3
Cc1ccc(C(=O)NCCNC(=O)COc2ccccc2Cl)cn1 | 0 | nt | 0 | -0.3 | -1 | -2 | -1
C[C@H]1CN([C@@H](C)CO)C(=O)c2cccc(NC(=O)Nc3ccc4c(c3)OCO4)c2O[C@@H]1CN(C)S(=O)(=O)c1ccc(F)cc1 | -9 | -1 | -12 | 22 | 16 | 0 | 6
CN(C)CCNC(=O)c1cccc(-c2cnc3c(NC=O)cc(/C=C/c4ccccc4)cn23)c1 | ? | 0 | -9 | -0.1 | 4 | 2 | -2
O=C(O)CCC(=O)Nc1ccccc1Oc1ccccc1 | nt | -2 | -1 | nt | -8 | 3 | nt
C[C@@H]1CNC(=O)c2c(C(=O)N(C)Cc3ccccc3)ncn21 | nt | 3 | 0 | nt | 1 | -5 | nt
COc1ccc(C2c3c(ncn(CCCN4CCOCC4)c3=N)Oc3ccc4ccccc4c32)cc1OC (configuration not stated) | nt | -6 | 0 | nt | nt | 13 | nt

Two consecutive entries already listed:
smiles | Statin myotox sup | SIRT5 block | S100A4 MyoIIA | E-sel inducer | ERp5 inh | DENV2 CPE | PglD DTNB
C[C@@H]1CNC(=O)c2c(C(=O)N(C)Cc3ccccc3)ncn21 | nt | 3 | 0 | nt | 1 | -5 | nt
COc1ccc(C2c3c(ncn(CCCN4CCOCC4)c3=N)Oc3ccc4ccccc4c32)cc1OC (configuration not stated) | nt | -6 | 0 | nt | nt | 13 | nt
